Screens (PubChem BioAssay)
OX1R antag-1: OX1R (HCRTR1) antagonists, primary screen, fluorescence, CHO/OX1R cells, Fluo-8 calcium, orexin A | Orexin/Hypocretin receptor type 1 (Homo sapiens), O43613 | Fluo-8 calcium fluorescence | hit rate 0.43% among 330,000 | AID 434989, 2010 | inhibition, % at 5 µM;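 active = inhibition above its plate's threshold, mean inhibition of all tested compounds on the plate plus 3 SD, cut at about 37% in these data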;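 also: 0% = orexin A challenge wells and 100% = SB-334867-A antagonist wells; not every result past the cut was called active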
Target sequence (O43613 whole entry, looked up): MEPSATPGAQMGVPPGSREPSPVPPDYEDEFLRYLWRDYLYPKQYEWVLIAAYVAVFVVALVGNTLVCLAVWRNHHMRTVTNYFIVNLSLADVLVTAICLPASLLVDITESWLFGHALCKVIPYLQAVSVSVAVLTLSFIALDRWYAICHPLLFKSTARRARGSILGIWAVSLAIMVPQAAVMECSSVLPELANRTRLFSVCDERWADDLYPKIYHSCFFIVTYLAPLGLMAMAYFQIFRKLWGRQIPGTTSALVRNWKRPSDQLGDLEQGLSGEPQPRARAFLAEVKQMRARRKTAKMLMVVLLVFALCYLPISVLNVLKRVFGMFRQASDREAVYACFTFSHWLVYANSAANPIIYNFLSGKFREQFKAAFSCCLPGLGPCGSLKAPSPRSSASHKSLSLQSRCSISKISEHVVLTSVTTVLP
OX1R antag-2: antagonists of human orexin 1 receptor (OX1R); inhibition, % at 6.6 µM; OX1R-expressing cells, FRET antagonist read-out; hit rate 1.8% among 330,000; Orexin/Hypocretin receptor type 1 (Homo sapiens), O43613; AID 485270, 2010; in the data active = inhibition mostly above about 38%, no sharp cut-off; inactive = mostly below about 40%;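 also: 0% = agonist challenge alone and 100% = reference antagonist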
STK33 inh: inhibitors of purified STK33 kinase, primary screen, biochemical, ADP-Glo luminescence, homogeneous, cell-free | Serine/threonine-protein kinase 33 (Homo sapiens), Q9BYT3 | MBP phosphorylation | inhibition, % at 10 µM | hit rate 0.073% among 320,000 | AID 2661, 2010;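 active = inhibition at or above 25%, using the most active replicate where run in duplicate; inactive = inhibition below 25%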
Target sequence (Q9BYT3 whole entry, looked up): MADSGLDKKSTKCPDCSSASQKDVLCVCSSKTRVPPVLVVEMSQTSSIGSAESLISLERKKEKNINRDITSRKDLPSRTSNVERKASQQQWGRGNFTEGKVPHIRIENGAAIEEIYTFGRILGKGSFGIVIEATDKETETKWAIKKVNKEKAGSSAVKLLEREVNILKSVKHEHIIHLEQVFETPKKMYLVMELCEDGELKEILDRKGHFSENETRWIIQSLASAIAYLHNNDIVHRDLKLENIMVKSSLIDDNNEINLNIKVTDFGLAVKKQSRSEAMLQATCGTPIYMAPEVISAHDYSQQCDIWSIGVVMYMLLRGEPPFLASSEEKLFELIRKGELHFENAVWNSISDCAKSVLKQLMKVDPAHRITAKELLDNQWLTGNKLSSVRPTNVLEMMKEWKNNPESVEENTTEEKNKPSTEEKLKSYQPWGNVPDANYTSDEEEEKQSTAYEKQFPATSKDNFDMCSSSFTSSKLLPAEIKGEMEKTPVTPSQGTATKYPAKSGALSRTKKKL
Numbers without * were called inactive; / = not tested or not shown.

OX1R antag-1,STK33 inh,OX1R antag-2,mol
-22,-0.9,9,O=C(O)c1ccc(-n2c(/C=C/c3cccc([N+](=O)[O-])c3)nc3ccccc3c2=O)cc1
-7,-0.6,55*,CCC(CC)N=C1NS(=O)(=O)c2cc([N+](=O)[O-])ccc21
-3,0.5,-1,COc1ccc(NC(C)=O)cc1C
-9,0.9,3,N#Cc1cccc(NS(=O)(=O)c2ccc(S(=O)(=O)N3CCOCC3)cc2)c1
20,-0.2,3,Cc1ccccc1NS(=O)(=O)c1ccc(C2CNC(=O)C2)cc1 (stereo not drawn)
-17,0.0,6,COc1cccc(/C=N/NC(=O)c2nc(-c3ccccc3)cc(-c3ccccc3)n2)c1
-19,-0.6,22,COc1ccc(C(=O)Nc2nnc(-c3cccs3)s2)cc1
-26,0.7,19,O=C(Cn1cccc1C(=O)c1ccccc1)NCc1cccc(Cl)c1
-28,1.2,21,O=c1cc(N2CCN(c3ccccc3)CC2)[nH]c(=O)n1C1CCCCC1
-10,-1.5,3,COC(=O)c1ccc(C(=O)OC)c(NS(C)(=O)=O)c1
-8,0.2,34,Nc1nc(NCc2ccco2)nc(Nc2ccccc2)c1[N+](=O)[O-]
-50,-0.1,-1,COc1ccc(N(CC(=O)NCc2ccco2)S(=O)(=O)c2ccc(OC)c(OC)c2)cc1
-11,-1.4,22,Cc1ccc(OC(F)F)c(NC(=O)Nc2ccc3c(c2)OCO3)c1
-9,-1.0,44,CCOc1ccc(S(=O)(=O)N2CCC(C(=O)Nc3cccc(NC(C)=O)c3)CC2)cc1
-14,-1.0,11,Cc1nn(-c2ccccc2)c(C)c1S(=O)(=O)O

Next records:
OX1R antag-1,STK33 inh,OX1R antag-2,mol
15,-0.8,22,Cc1ccc(NC(=O)C2CCN(S(=O)(=O)c3cccs3)CC2)cc1C
-2,1.7,4,CC1CCCC(NC(=O)c2cc(S(=O)(=O)N3CCOCC3)ccc2F)C1C (stereo not drawn)
-19,-3.2,13,Cc1cccc(NC(=O)CN2C(=O)COc3ccc(Cl)cc32)c1C
-43,-1.7,16,CC(C)CC(OC(=O)CC1Sc2ccccc2NC1=O)C(=O)NC1CCCC1 (stereo not drawn)
-8,-2.9,16,COCCCNC(CC(=O)Nc1ccc(OC)cc1OC)C(=O)O (stereo not drawn)
-21,-0.7,12,O=C(O)c1ccccc1N1C(=O)C2C3c4ccccc4C(Br)(c4ccccc43)C2C1=O (stereo not drawn)
-31,-0.5,23,OC1(c2ccc3ccccc3c2)CCN(Cc2ccccc2)C1 (stereo not drawn)
-7,-0.3,10,O=C(CSc1nc2ccccc2c(=O)[nH]1)N1CCN(S(=O)(=O)c2ccccc2)CC1
-9,/,1,COc1cc(CC(=O)OCC(=O)NC2CCCCC2C)cc(OC)c1OC (stereo not drawn)
-12,0.0,39*,Cn1cc(C(=O)N/N=C/c2c(O)ccc3ccccc23)ccc1=O
-13,-2.1,18,COc1ccccc1CN1[C@@H](CC(=O)O)c2cc(F)ccc2S1(=O)=O
-6,1.4,18,Nc1nc(NC(=O)c2ccc(Cl)cc2)nn1-c1ccccc1
-19,-0.1,19,Cc1ccc(C(=O)NC(=S)NCc2cccnc2)cc1C
-12,8.0,41,Nc1cccc2c(=O)c3ccccc3[nH]c12
-1,2.0,47,COc1ccc2nc(NC(=O)C3CCCN(S(=O)(=O)c4cccc5nonc45)C3)sc2c1 (stereo not drawn)

3 entries from above in another layout:
smiles	OX1R antag-1	STK33 inh	OX1R antag-2
COc1cc(CC(=O)OCC(=O)NC2CCCCC2C)cc(OC)c1OC (stereo not drawn)	-9	/	1
Cn1cc(C(=O)N/N=C/c2c(O)ccc3ccccc23)ccc1=O	-12	0.0	39*
COc1ccccc1CN1[C@@H](CC(=O)O)c2cc(F)ccc2S1(=O)=O	-13	-2.1	18

More structures follow.
OX1R antag-1,STK33 inh,OX1R antag-2,mol
-8,-1.1,6,O=C(c1ccc2c(c1)OCCO2)C1CCN(S(=O)(=O)c2ccc(F)cc2)CC1
-23,0.2,4,O=C(NCCN1CCCC1)c1ccc2c(c1)N(Cc1ccc(F)cc1)C(=O)c1ccccc1S2=O (stereo not drawn)
-27,-0.5,17,Cc1ccc(NC(=O)COC(=O)C2CC(=O)N(Cc3ccccc3)C2)cc1F (stereo not drawn)
-20,-1.7,30,CCC(C)(C)n1nnnc1C(c1ccc(C)cc1)N(Cc1ccco1)Cc1cccs1 (stereo not drawn)
-19,-0.5,11,C=C(C)c1cccc(C(C)(C)NC(=O)N2CCOCC2)c1
-9,1.4,12,Cc1ncn2cc(-c3ccc(Cl)cc3Cl)[nH]c(=O)c12
-32,-1.0,4,CCN(CC(=O)Nc1ccc(S(=O)(=O)N2CCCCC2)cc1)Cc1ccccc1
-45,0.2,19,COc1cc(OC)c(OC)cc1/C=C1\CCC(C2CCCC2)C1=O (stereo not drawn)
-13,-0.3,13,O=C(c1ccc(CS(=O)(=O)c2ccc(Br)cc2)o1)N1CCN(C2CCCCC2)CC1
11,-0.1,7,Cc1ccc(CNC(=O)C2CCCCC2C(=O)O)cc1 (stereo not drawn)
-14,1.4,68*,CCc1ccc(S(=O)(=O)/N=C2/C=C(Sc3ncn[nH]3)C(=O)c3ccccc32)cc1
4,-0.9,-1,CNC(=S)NN(C)c1nc(C)cc(C)n1
-11,-1.2,-11,Cc1cc(N/C(=N/S(=O)(=O)c2ccc(F)cc2)c2ccccc2)n(-c2ccccc2)n1
-13,-0.8,-4,COc1ccc(CCC(C)Nc2cccc(F)c2)cc1 (stereo not drawn)
-7,-0.5,23,O=C(O)c1cc(-c2ccccc2Cl)n[nH]1

Remaining list, next part:
OX1R antag-1,STK33 inh,OX1R antag-2,mol
-4,-1.1,11,Cc1ccc(S(=O)(=O)N2CCN(C(=O)CN3CCCC3)C2)cc1
-19,0.5,0,O=C(O)C1Cc2ccccc2CN1S(=O)(=O)c1ccccc1 (stereo not drawn)
12,-2.0,63*,O=C(CSCc1cccc(Br)c1)N/N=C/c1ccc2c(c1)OCO2
-9,/,12,COC(OC)c1ccnc(-c2ccc(OC(=O)c3ccccc3)cc2)n1
-16,-0.3,4,COc1ccc(-n2c(NCCN(C)C)nc3sc4c(c3c2=O)CCCCC4)cc1
-10,1.1,35,O=C(COC(=O)c1ccccc1C(=O)N1CCN(c2ccccc2)CC1)NCc1ccccc1
-1,-0.5,15,COc1cccc(CNC(=O)[C@H](CCSC)NC(=O)N2CCn3c2nc2ccccc23)c1
-9,0.1,18,O=C1CN(C(=O)/C=C/c2ccccc2F)c2ccccc2N1
-5,/,4,Cc1cc2ncc(S(=O)(=O)C(C)(C)C)c(N)n2n1
-7,-0.4,6,C[n+]1cc[nH]c1SCC(=O)c1ccccc1
-18,-1.1,2,O=C(CN1CCN(Cc2ccccc2Cl)C1=O)NC1CCCCCC1
-21,0.4,18,CC(C)(C)n1nnnc1C(c1cccnc1)N1CCN(c2cccc(C(F)(F)F)c2)CC1 (stereo not drawn)
-14,-1.1,8,COc1ccc(N(C(=O)Cn2nnc3ccccc32)C2(C(=O)NC3CCCC3)CCCCC2)cc1
-5,-1.8,5,COc1ccc(C(=O)OCCCN(C)C)cc1OC
-2,-0.2,5,COc1ccc(/C=C/C(=O)OCC(=O)c2ccc[nH]2)cc1

The last four compounds of the section above open the next one.
OX1R antag-1,STK33 inh,OX1R antag-2,mol
-21,0.4,18,CC(C)(C)n1nnnc1C(c1cccnc1)N1CCN(c2cccc(C(F)(F)F)c2)CC1 (stereo not drawn)
-14,-1.1,8,COc1ccc(N(C(=O)Cn2nnc3ccccc32)C2(C(=O)NC3CCCC3)CCCCC2)cc1
-5,-1.8,5,COc1ccc(C(=O)OCCCN(C)C)cc1OC
-2,-0.2,5,COc1ccc(/C=C/C(=O)OCC(=O)c2ccc[nH]2)cc1
-12,0.1,11,Cc1ccc(C(=O)Nc2ccc3ncccc3c2)cc1
-18,1.5,1,COc1cccc2c3c(c(=O)[nH]c12)CC(C)(C)O3
-26,1.3,0,Cc1ccc(S(=O)(=O)CCC(=O)OCC(=O)c2cc(C)n(C)c2C)cc1
-13,-0.2,1,CC(C)CNC(=O)CN(C)S(=O)(=O)c1ccc(F)cc1
-10,-0.4,12,Cc1ccc(S(=O)(=O)N2CCN(C(=O)c3ccc(COc4ccccc4)o3)CC2)cc1
-18,-1.3,15,COc1ccc2c(COC(=O)CCS(=O)(=O)c3ccccc3)cc(=O)oc2c1
6,-0.2,4,CCOc1ccccc1NC(=O)COC(=O)c1nc2nccc(C)n2n1
11,/,38,CCOC(=O)c1sc(NC(=O)c2ccncc2)c(C#N)c1C
-6,0.1,7,COc1ccc(N2CCN(S(=O)(=O)c3cc(-c4cc(C)no4)ccc3C(C)C)CC2)cc1
-5,-0.5,15,COc1ccc(C(=O)C2CCCN(C(=O)c3ccc4cc[nH]c4c3)C2)c(C)c1 (stereo not drawn)
-27,-0.8,20,Cc1csc(NC(=O)c2ccc(Br)s2)n1
5,-0.1,3,COc1ccc(/C=N/NC(=O)c2ccc(NS(=O)(=O)c3cccs3)cc2)cc1
9,-0.5,1,O=C1N[C@@H](Cc2c[nH]c3ccccc23)COC(=O)[C@H](Cc2ccc(F)cc2)C/C=C\C[C@@H]1CC(=O)N(CCO)Cc1ccccc1
-7,-0.7,8,Cc1ccc(OCC(=O)Nc2ccccc2C(=O)NC2CC2)cc1
0,-1.2,12,CC(CN1CCOCC1)OC(=O)c1ccc2c(c1)OCCO2 (stereo not drawn)

(next part)
OX1R antag-1,STK33 inh,OX1R antag-2,mol
-3,0.0,8,Cn1c(Nc2ccc(F)cc2)nc2ccccc21
-16,-2.7,19,Cc1ccccc1OCC(=O)NC(=S)Nc1ccc(N2CCCC2)cc1
-13,/,14,CCCCCC(=O)Nc1ccc2ccccc2c1
-12,0.3,6,O=C(O)c1ccc(F)c(S(=O)(=O)Nc2ccccc2Cl)c1
59*,4.8,7,COc1cccc(-c2sc3ccc(OC)cc3c2-c2ccc(OCCN(C)C)cc2)c1
-24,-0.1,8,COc1ccc(C(=O)N(CC2CCCO2)C(C(=O)NC2CCCC2)c2ccc(Cl)cc2)cc1OC (stereo not drawn)
-29,-1.7,10,O=C(Nc1nnc(C2CC2)s1)c1cc(S(=O)(=O)N2CCN(c3ccccc3)CC2)ccc1Cl
-25,-1.7,3,CC(=O)c1c(C)[nH]c(C(=O)N2CCCC(C)C2)c1C (stereo not drawn)
-7,-0.5,11,O=C(NCCCN1CCOCC1)c1ccccc1-c1ccccc1
-3,-1.5,10,O=C(OCc1nnc(-c2ccccc2)o1)c1cc(=O)c2ccccc2o1
-29,-0.4,-1,COc1ccccc1N1C(=O)CSC1=NC(=O)c1ccccc1
1,0.5,12,Cc1csc(C(C#N)C(=O)c2cc3ccccc3o2)n1 (stereo not drawn)
-17,0.1,13,Cc1ccc(S(=O)(=O)N2CC[C@@H]2C(=O)O)cc1
-29,0.7,13,COc1ccc(NC(=O)c2cc(N3C(=O)C4C5CCC(C5)C4C3=O)ccc2Cl)c(OC)c1 (stereo not drawn)
-3,0.6,22,CCCCN1C(=O)CCC(C(=O)O)C1c1ccc([N+](=O)[O-])cc1 (stereo not drawn)

The list goes on.
OX1R antag-1,STK33 inh,OX1R antag-2,mol
-10,-2.2,8,Cc1nc2ccccc2n1CC(O)COc1ccc(Br)cc1 (stereo not drawn)
-10,-0.1,5,CCCc1nnc(SCC(=O)Nc2nc(C)cs2)n1CCOC
-31,-1.3,14,Cc1ccc(C(=O)/C=C/Nc2ccc3c(c2)OCO3)cc1
-12,-0.6,6,O=C1SC(SC(=Nc2ccccc2)Nc2ccccc2)C(=O)N1c1ccccc1 (stereo not drawn)
-5,-0.7,-16,COc1ccc2sc(SCCCS(=O)(=O)O)[n+](CCCS(=O)(=O)[O-])c2c1
-28,-1.7,18,CCc1nn(C(C)C(=O)NCc2cccc(Cl)c2)c(=O)c2cc3occc3n12 (stereo not drawn)
-12,-1.0,18,COc1cc(Cl)ccc1NC(=S)N(CCN1CCOCC1)C1CCN(C(C)=O)CC1
2,-1.3,9,CCc1ccc(OCc2nnc(NC(=O)c3cccs3)s2)cc1
-6,0.0,8,CCCCC(=O)Nc1ccc(C(=O)Nc2cc(C(F)(F)F)ccc2Cl)cc1
-19,6.6,10,CCOc1ncccc1C(=O)Nc1cccc(-c2nnc3n2CCCCC3)c1
-29,-2.9,11,Cc1c(C(=O)N(Cc2ccccc2)Cc2cccnc2)cnn1-c1ccc(F)cc1
-17,0.4,7,N#Cc1c(/N=C/c2cc3ccccc3s2)sc2c1CCC2
-26,0.1,28,CCC(C(=O)NCc1ccccc1OC)c1ccccc1 (stereo not drawn)
-7,-5.6,6,CC(=O)NC1=NN(C(C)=O)C(c2ccccn2)S1 (stereo not drawn)
1,0.7,19,CCOc1ncccc1C(=O)OCC(=O)c1ccc(Cl)s1

Continued:
OX1R antag-1,STK33 inh,OX1R antag-2,mol
0,0.3,-1,COc1ccc(NC(=O)CCN=C2NS(=O)(=O)c3ccccc32)cc1S(=O)(=O)N(C)C
-15,-2.1,8,Cc1onc(-c2ccccc2)c1C(=O)N/N=C(\N)COc1ccc(Cl)cc1
7,-1.3,8,Cc1ccc(OCCN2C(=O)OC(C)(C)C2(C)O)cc1 (stereo not drawn)
15,-2.3,-1,O=C(C[n+]1cc(Br)cc(Br)c1)c1ccc(Cl)cc1
-16,-1.7,11,CCCNC(=O)c1noc2c1CCc1ccccc1-2

Two entries drawn at random from those above, as already listed:
OX1R antag-1,STK33 inh,OX1R antag-2,mol
15,-2.3,-1,O=C(C[n+]1cc(Br)cc(Br)c1)c1ccc(Cl)cc1
7,-1.3,8,Cc1ccc(OCCN2C(=O)OC(C)(C)C2(C)O)cc1 (stereo not drawn)
